From PubChem BioAssay
SW480 rerep: induces DNA re-replication in SW480 colon adenocarcinoma cells | SW480 DNA re-replication, Hoechst DNA content imaging, 48 h | 340,000 tested, 1.8% active | Potency, µM (series often up to 46.1 µM), for the others: top-dose re-replication activation, most hits filed as activators; note: potency is the fitted concentration of half-maximal effect; % of control where 0% means no effect; nearly all actives have a fitted effect of over 55% in size
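Per well, 250 cells were exposed to pinned compound for 48 hr. Nuclear DNA was visualised with Hoechst (40 min, 37 C) and total object intensity recorded by fluorescence scanning.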
KB-V1 cytotox: KB-V1 MDR subline cytotoxicity; KB-V1 MDR cells viability, CellTiter-Glo, 72 h; Potency, µM (top dose mostly 46.1 µM), for the others: at the top dose activity change, negative = cytotoxicity, actives largely listed as cytotoxic; 400,000 tested, 3.4% active; AID 1347076; note: potency is the fitted concentration of half-maximal effect; % is set by controls: 0 for no effect and ±100 for the full control effect; nearly all actives have a fitted effect of over 60% in size
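Following 72 h at 37 degrees C with compound, KB-V1 cell viability was read by CellTiter-Glo luminescence, medium being phenol-red-free DMEM plus 10% FBS; concentration-response parameters came from normalized, curve-fitted qHTS data.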
ATXN2 expr inh: ATXN2 expression inhibition. HEK-293 ATXN2-luciferase reporter, luminescence, 24 h. 360,000 tested, 0.72% active. Potency, µM (doses to about 57 µM), for the others: top-dose activity change, negative = inhibition, most hits filed as inhibitors; note: potency is the fitted concentration of half-maximal effect; % is set by controls: 0 for no effect and ±100 for the full control effect; nearly all actives have a fitted effect of over 55% in size
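qHTS (up to 57 uM final) was run with 24 h compound exposure of reporter cells at 37 °C. Each well was multiplexed: SteadyGlo luminescence measured ATXN2-luciferase expression after a fluorogenic Gly-Phe-AFC viability readout (25 uM final).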
WRN helicase inh: WRN helicase (human) inhibition. WRN helicase unwinding, fluorescent forked duplex, kinetic. Potency, µM (series often up to 114 µM), without a hit: at the top dose activity change, negative = inhibition, hits mostly inhibitors. 360,000 tested, 0.46% active. AID 651768; note: potency is the fitted concentration of half-maximal effect; % is set by controls: 0 for no effect and ±100 for the full control effect; nearly all actives have a fitted effect of over 55% in size
Target sequence (Q14191 whole entry, looked up): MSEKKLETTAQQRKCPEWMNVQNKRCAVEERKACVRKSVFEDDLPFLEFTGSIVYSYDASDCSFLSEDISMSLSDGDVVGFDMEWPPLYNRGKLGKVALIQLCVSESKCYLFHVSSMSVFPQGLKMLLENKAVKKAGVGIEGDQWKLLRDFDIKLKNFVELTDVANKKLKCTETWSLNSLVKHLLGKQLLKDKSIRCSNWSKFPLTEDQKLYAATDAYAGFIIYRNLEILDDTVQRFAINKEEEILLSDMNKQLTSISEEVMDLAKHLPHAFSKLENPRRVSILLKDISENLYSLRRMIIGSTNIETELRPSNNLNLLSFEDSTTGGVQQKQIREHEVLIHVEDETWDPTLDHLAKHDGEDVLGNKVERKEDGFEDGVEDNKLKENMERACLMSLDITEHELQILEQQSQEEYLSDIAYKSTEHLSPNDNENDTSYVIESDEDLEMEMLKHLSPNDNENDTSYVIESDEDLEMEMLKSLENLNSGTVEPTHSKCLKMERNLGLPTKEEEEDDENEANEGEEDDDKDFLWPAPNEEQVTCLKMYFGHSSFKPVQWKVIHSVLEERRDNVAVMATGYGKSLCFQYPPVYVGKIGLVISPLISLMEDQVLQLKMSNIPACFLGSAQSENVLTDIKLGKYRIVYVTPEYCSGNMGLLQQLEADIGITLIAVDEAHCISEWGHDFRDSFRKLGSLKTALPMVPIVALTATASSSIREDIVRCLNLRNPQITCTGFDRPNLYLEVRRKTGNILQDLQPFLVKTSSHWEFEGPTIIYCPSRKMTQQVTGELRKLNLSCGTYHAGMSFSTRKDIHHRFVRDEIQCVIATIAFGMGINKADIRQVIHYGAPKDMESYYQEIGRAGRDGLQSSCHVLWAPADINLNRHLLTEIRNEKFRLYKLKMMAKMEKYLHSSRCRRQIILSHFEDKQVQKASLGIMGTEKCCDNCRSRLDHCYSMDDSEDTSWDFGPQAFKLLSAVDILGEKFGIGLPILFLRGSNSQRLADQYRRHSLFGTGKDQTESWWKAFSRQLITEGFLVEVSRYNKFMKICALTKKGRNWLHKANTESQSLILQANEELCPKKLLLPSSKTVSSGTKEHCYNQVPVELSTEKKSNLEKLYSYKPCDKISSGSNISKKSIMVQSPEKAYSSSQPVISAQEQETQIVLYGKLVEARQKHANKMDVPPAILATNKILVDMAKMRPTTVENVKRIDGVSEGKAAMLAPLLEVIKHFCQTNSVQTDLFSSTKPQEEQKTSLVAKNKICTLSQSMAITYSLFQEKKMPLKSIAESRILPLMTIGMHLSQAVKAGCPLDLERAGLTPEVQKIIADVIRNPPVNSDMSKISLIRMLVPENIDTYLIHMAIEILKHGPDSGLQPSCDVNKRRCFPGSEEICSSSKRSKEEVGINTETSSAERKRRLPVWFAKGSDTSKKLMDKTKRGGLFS
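WRN at 20 nM final was preincubated with compound for 15 min at room temperature; reaction started with 100 nM forked duplex oligonucleotide carrying fluorophore and quencher plus 2 mM ATP (final). Unwinding followed kinetically by red fluorescence (ex 525/em 598 nm).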
IL-1B inflam inh: blocks inflammasome-driven IL-1 beta release; THP-1 LPS/ATP IL-1B secretion, AlphaLISA, 16 h; stronger effect = lower value; activity change, % at 57.5 µM; 360,000 tested, 4.7% active; AID 743279; in the data active = activity change below about -50%; inconclusive = mostly about -30% to -49%; note: % is set by controls: 0 for no effect and ±100 for the full control effect
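THP-1 cells pretreated 1 hr with compounds (up to 57.5 uM final), then stimulated with LPS (250 ng/mL final) plus ATP (1.25 mM final); secreted IL-1B measured by AlphaLISA after 16 hr, decreased signal indicating inhibition.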
KB-3-1 cytotox: KB-3-1 parental cell cytotoxicity; KB-3-1 viability, CellTiter-Glo ATP luminescence, 72 h; Potency, µM (titrated, usually from 46.1 µM), for inactives: at the highest dose activity change, negative = cytotoxic, hits mostly cytotoxic; 400,000 tested, 1.4% active; AID 1347075; note: potency is the fitted concentration of half-maximal effect; % is set by controls: 0 for no effect and ±100 for the full control effect; nearly all actives have a fitted effect of over 60% in size
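72 h, 37 °C compound treatment of KB-3-1 parental cells; CellTiter-Glo added, 10 min, luminescence read. Data corrected against DMSO-only plates and normalized before curve fitting.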
HT1080-NT tox: kills 2HG-producing HT-1080-NT fibrosarcoma cells; HT-1080-NT fibrosarcoma viability, CellTiter-Glo ATP luminescence, 48 h; Potency, µM (highest dose often 46.1 µM), for inactives: at the highest dose activity, negative = less viability, most hits filed as cytotoxic; 360,000 tested, 1.6% active; AID 686970;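 note: NT is the 2HG producing partner of a matched IDH1 knockdown line; potency is the fitted concentration of half-maximal effect; 0% = DMSO-treated cells and -100% = media-only wells without cells; nearly all actives have a fitted effect of over 55% in size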
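HT-1080-NT fibrosarcoma cells (2HG-overproducing), 750 cells/well in RPMI with 5% FBS, dosed after 2 h and incubated 48 h at 37C. CellTiter-Glo luminescence normalized to DMSO and no-cell wells; concentration-response curves fitted and classed.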
HT1080 IDH1KD tx: HT-1080 IDH1 knockdown cell toxicity (counter line) | AID 686971 | 360,000 tested, 2% active | Potency, µM (titrated, usually from 46.1 µM), for the others: at the top dose activity, negative = toxicity, actives largely listed as cytotoxic | HT-1080 IDH1 knockdown viability, ATP luminescence, 48 h;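 note: potency is the fitted concentration of half-maximal effect; 0% = DMSO wells and -100% = cell-free medium wells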
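In this qHTS, HT-1080 cells depleted of IDH1 are exposed for 48 h at 37 °C to compound titrations. Toxicity is scored from CellTiter-Glo luminescence, with DMSO as full viability and medium alone as none.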
MCF10A rereplic: DNA re-replication induction in MCF 10a cells; MCF 10A DNA re-replication, Hoechst nuclear intensity, 48 h; Potency, µM (top dose mostly 46.1 µM), inactives show at the highest dose activity, positive = re-replication, actives largely listed as activators; 350,000 tested, 2.9% active; note: potency is the fitted concentration of half-maximal effect; % of control where 0% means no effect; nearly all actives have a fitted effect of over 50% in size
* hit, by the source's call; ? = inconclusive; nt = no result given; [ ] = another dose, or the depositor's remark. Unless noted, calls come from the whole dose curve; as a rule, active = well fitted curve in the direction sought with a large enough effect; inconclusive = small, poorly fitted or top-dose-only effect, or another doubt; inactive = no such curve, though single readings can be large; an effect the other way counts as inactive or inconclusive.

SMILES	SW480 rerep	KB-V1 cytotox	ATXN2 expr inh	WRN helicase inh	IL-1B inflam inh	KB-3-1 cytotox	HT1080-NT tox	HT1080 IDH1KD tx	MCF10A rereplic
O=C(O)c1cc(N=Nc2c(O)[nH]c3ccc([N+](=O)[O-])cc23)ccc1Cl	8%	?	nt	?	-7	0%	0%	-3%	0%
COc1cc(Cl)ccc1OC1(C)CCN(Cc2cccc(OC)c2OC)C1 (centres undefined)	nt	3%	-16%	-1%	-3	0%	?	?	nt
Cc1ccc(/C=N/NC(=O)CNC(=O)c2ccc(S(=O)(=O)N(C)C)cc2)cc1	-3%	-1%	-15%	-2%	0	6%	-13%	25%	0%
CCc1nc2c(OCC(=O)c3ccc(F)cc3)cccn2c1N(C)C(=O)c1cccs1	nt	-2%	4%	-5%	-20	0%	1%	17%	nt
NC(=O)c1ccsc1NC(=O)CN1C(=O)NC2(CCCC2)C1=O	1%	16%	-1%	-5%	-1	0%	6%	8%	0%
CC(=O)N1c2ccc(S(=O)(=O)N(C)CC(=O)NC(C)c3ccccc3)cc2CC1C (centres undefined)	-30%	-8%	5%	4%	9	12%	19%	10%	0%
COc1cc(/C=N/NC(=O)c2cccc([N+](=O)[O-])c2)ccc1OCc1ccc(C)cc1	0%	-8%	14%	1%	-2	-2%	9%	5%	12%
O=C(NCCS(=O)(=O)N1CCN(c2ccccc2F)CC1)c1cccs1	5%	?	3%	3%	-4	-4%	-2%	-1%	-2%
CCOc1ccc(NC(=O)CCC(=O)N2CCSc3ccccc32)cc1	-1%	2%	-14%	-6%	0	5%	-2%	0%	1%
COc1ccc(CC(=O)Nc2sc3c(c2C#N)CC(C)(C)NC3(C)C)cc1OC	?	-6%	41%	-2%	35	7%	4%	-3%	7%
NC(=O)C1=CC2C3C=CC2(O)C(=O)OC3O1 (centres undefined)	3.7µM*	?	21µM*	0%	-96*	?	?	21µM*	2.9µM*
O=c1[nH]c(NCc2ccccc2)nc2c1CCCC2	-23%	11%	5%	0%	2	13%	12%	5%	-185%[0.0737 µM]
CCOc1ccc(NC(=O)CN(C)C(=O)CCCn2c(=O)oc3ccccc32)cc1OCC	-3%	-21%	-3%	-3%	-4	13%	0%	0%	3%
c1ccc(-c2csc(Nc3ncccn3)n2)cc1	-4%	12%	12%	-4%	39	10%	12%	6%	2%
CC(=O)c1ccc(C(=O)Nc2nnc(-c3ccc(Cl)cc3)o2)cc1	?	7%	?	-9%	44	?	?	?	13%
CCN1CCN(Cc2c(O)ccc3c(C)cc(=O)oc23)CC1	2%	0%	nt	-2%	-1	7%	4%	3%	-12%
CC(C)=CC(=O)Nc1nnc(-c2ccccc2C)s1	0%	8%	28%	5%	?	7%	12%	14%	-2%
COc1ccccc1CNC(=O)c1cn(C)c(=O)c2cc(OC)c(OC)cc12	2%	6%	-6%	7%	21	26%	4%	11%	?
Cc1ccc(N(C(=O)C2CCC(=O)N2)C2(C(=O)NC3CCCCC3)CCCCC2)cc1 (centres undefined)	-9%	4%	-9%	-1%	22	6%	13%	9%	-2%
Cc1c(NC(=O)CN2C(=O)C(=O)N(Cc3ccccc3)C2=O)c(=O)n(-c2ccccc2)n1C	-21%	0%	nt	1%	8	18%	-3%	1%	2%
COCCCn1c(SCc2nc3ccccc3c(=O)[nH]2)nc2ccccc2c1=O	-7%	?	-21%	-23%	1	-5%	?	?	21%
COc1cccc(CN2CCNC(=O)C2CC(=O)NCc2cc(C(C)C)no2)c1 (centres undefined)	-8%	-8%	2%	-7%	14	?	0%	0%	-8%
CN1CCN(C(=O)/C(=C/c2cccnc2)NC(=O)c2cccc(Br)c2)CC1	-5%	-2%	7%	-4%	21	-1%	3%	2%	3%
CCOc1ccccc1NC(=O)C1CCCN(S(=O)(=O)c2ccc(-n3cnnn3)cc2)C1 (centres undefined)	8%	-12%	1%	-3%	11	3%	-7%	-1%	1%
COc1ccccc1N1CCN(C(=O)c2cc(-c3ccco3)on2)CC1	1%	?	11%	-10%	2	10%	0%	3%	11%
O=C(c1ccc(F)cc1)N1CCCCC(Sc2nnc3ccccn23)C1=O (centres undefined)	-1%	9%	2%	5%	0	3%	-4%	7%	-1%
CCOC(=O)c1nnn(-c2ccc([N+](=O)[O-])cc2)c1C	-40%[inhibitor]	-15%	-13%	6%	1	0%	8%	5%	-38%[inhibitor][9.22 µM]
Cc1ccnc(NCc2cccc3ccccc23)c1	16%	0%	-8%	0%	0	0%	-1%	-1%	3%
COC(=O)c1ccc(CN2C(=O)NC(c3ccccc3)(c3ccccc3)C2=O)o1	-17%	?	-2%	-6%	12	5%	-17%	-18%	-3%
O=C(O)/C=C/C(=O)c1ccc2c(c1)CCc1ccccc1-2	4.1µM*	?	5.6µM*	1.5µM*	-104*	13µM*	18µM*	?	3.7µM*

Reformatted: entries from further up
| SMILES | SW480 rerep | KB-V1 cytotox | ATXN2 expr inh | WRN helicase inh | IL-1B inflam inh | KB-3-1 cytotox | HT1080-NT tox | HT1080 IDH1KD tx | MCF10A rereplic |
| --- | --- | --- | --- | --- | --- | --- | --- | --- | --- |
| COCCCn1c(SCc2nc3ccccc3c(=O)[nH]2)nc2ccccc2c1=O | -7% | ? | -21% | -23% | 1 | -5% | ? | ? | 21% |
| COc1cccc(CN2CCNC(=O)C2CC(=O)NCc2cc(C(C)C)no2)c1 (centres undefined) | -8% | -8% | 2% | -7% | 14 | ? | 0% | 0% | -8% |
| CN1CCN(C(=O)/C(=C/c2cccnc2)NC(=O)c2cccc(Br)c2)CC1 | -5% | -2% | 7% | -4% | 21 | -1% | 3% | 2% | 3% |
| CCOc1ccccc1NC(=O)C1CCCN(S(=O)(=O)c2ccc(-n3cnnn3)cc2)C1 (centres undefined) | 8% | -12% | 1% | -3% | 11 | 3% | -7% | -1% | 1% |
| COc1ccccc1N1CCN(C(=O)c2cc(-c3ccco3)on2)CC1 | 1% | ? | 11% | -10% | 2 | 10% | 0% | 3% | 11% |
| O=C(c1ccc(F)cc1)N1CCCCC(Sc2nnc3ccccn23)C1=O (centres undefined) | -1% | 9% | 2% | 5% | 0 | 3% | -4% | 7% | -1% |
| CCOC(=O)c1nnn(-c2ccc([N+](=O)[O-])cc2)c1C | -40%[inhibitor] | -15% | -13% | 6% | 1 | 0% | 8% | 5% | -38%[inhibitor][9.22 µM] |
| Cc1ccnc(NCc2cccc3ccccc23)c1 | 16% | 0% | -8% | 0% | 0 | 0% | -1% | -1% | 3% |
| COC(=O)c1ccc(CN2C(=O)NC(c3ccccc3)(c3ccccc3)C2=O)o1 | -17% | ? | -2% | -6% | 12 | 5% | -17% | -18% | -3% |
| O=C(O)/C=C/C(=O)c1ccc2c(c1)CCc1ccccc1-2 | 4.1µM* | ? | 5.6µM* | 1.5µM* | -104* | 13µM* | 18µM* | ? | 3.7µM* |

Other compounds
SMILES	SW480 rerep	KB-V1 cytotox	ATXN2 expr inh	WRN helicase inh	IL-1B inflam inh	KB-3-1 cytotox	HT1080-NT tox	HT1080 IDH1KD tx	MCF10A rereplic
COc1ccc(-c2csc3ncn(CC(=O)N4CCOCC4)c(=O)c23)cc1	-3%	0%	-11%	-2%	24	?	1%	-1%	-10%
CCCC(=O)Nc1nc(-c2ccccc2)ns1	-20%	?	50%[activator]	11%	0	?	11%	15%	-70%[inhibitor]
COc1cc(C(=O)N/N=C/C2CC=CCC2)cc(OC)c1OC (centres undefined)	?	-2%	17%	0%	0	8%	?	?	3.7µM*
CCOc1ccc(S(=O)(=O)N2CCN(C(=O)CCOc3ccccc3C)CC2)cc1	?	-18%	2%	-3%	-12	0%	-4%	-11%	7%
COc1ccc(O)c(-c2[nH]ncc2C(=O)c2cccc(C)c2)c1	2%	0%	20%	-8%[57.1 µM]	-9	6%	-10%	-16%	-1%
CCc1ccccc1NC(=O)CSc1nnc(CNC(=O)c2ccco2)n1C	-2%	-2%	12%	-8%	18	3%	-4%	11%	-1%
Clc1ccc2nc(C3CCN(Cc4ccccc4)CC3)[nH]c2c1	-5%	?	-17%	-6%	?	5%	?	?	-7%
NC(=O)c1nsc(C(=O)N(Cc2cccnc2)C(C(=O)NCc2ccc(F)cc2)c2ccc(O)cc2)c1N (centres undefined)	-8%	-4%	-1%	-5%	-14	-2%	-15%	0%	3%
CCn1c(SCC(=O)NCCCN2CCCC2=O)nnc1-c1cccc(C)c1	-2%	11%	-1%	-9%	-7	-1%	3%	-4%	6%
Cc1cc(C)c(C(=O)Cn2nc(C)c([N+](=O)[O-])c2C)cc1C	1%	?	-24%	-6%	-12	1%	3%	?	3%
O=C(CSc1ccccc1C(=O)N1CCN(c2ccccc2)CC1)N1CCCC1	-44%[inhibitor]	7%	2%	9%	6	3%	1%[9.24 µM]	2%	-1%
CCOC(=O)C1(CCOc2ccccc2)CCN(Cc2cccc(OCCO)c2)CC1	16%	-16%	-8%	-27%	-15	-6%	1%	-10%	?
COc1ccccc1C(=O)OCCN=C1NS(=O)(=O)c2ccccc21	-4%	-13%	-36%	1%	32	-3%	0%	-14%	6%
CCc1nnc(NC(=O)CSc2nc3cc(OC)c(OC)cc3cc2C)s1	-4%	-22%	-12%	-1%	3	-7%	-5%	-3%	?
O=C(NC(NCc1ccccc1)C(Cl)(Cl)Cl)c1cccnc1 (centres undefined)	-3%	2%	-23%	0%	15	0%	10%	0%	0%
Cc1cccc2cc(CN(CC3CCCO3)C(=O)c3ccncc3)c(=O)[nH]c12 (centres undefined)	-34%[inhibitor]	5%	6%	-7%	1	6%	2%	7%	-187%[0.0737 µM]
NC(=NCCc1c[nH]c2ccccc12)NS(=O)(=O)c1cc(F)ccc1F	-7%	-26%	-6%	-13%	0	-23%	-3%	-4%	4%

Outcome played no part in choosing rows, and some 12% of all compounds hit somewhere here.
